# Screening results as filed in PubChem.
# KCNQ1 pot = potentiates or activates the human KCNQ1 potassium channel; P51787; CHO-K1 KCNQ1, thallium flux FluxOR fluorescence; active compounds read high; B-score at 10 µM; 310,000 tested, 0.35% active;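 active means fluorescence ratio B-score, a plate-corrected score, at least three library SD, with initial intensity B-score within 5 SD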
# Target sequence (P51787 whole entry, looked up): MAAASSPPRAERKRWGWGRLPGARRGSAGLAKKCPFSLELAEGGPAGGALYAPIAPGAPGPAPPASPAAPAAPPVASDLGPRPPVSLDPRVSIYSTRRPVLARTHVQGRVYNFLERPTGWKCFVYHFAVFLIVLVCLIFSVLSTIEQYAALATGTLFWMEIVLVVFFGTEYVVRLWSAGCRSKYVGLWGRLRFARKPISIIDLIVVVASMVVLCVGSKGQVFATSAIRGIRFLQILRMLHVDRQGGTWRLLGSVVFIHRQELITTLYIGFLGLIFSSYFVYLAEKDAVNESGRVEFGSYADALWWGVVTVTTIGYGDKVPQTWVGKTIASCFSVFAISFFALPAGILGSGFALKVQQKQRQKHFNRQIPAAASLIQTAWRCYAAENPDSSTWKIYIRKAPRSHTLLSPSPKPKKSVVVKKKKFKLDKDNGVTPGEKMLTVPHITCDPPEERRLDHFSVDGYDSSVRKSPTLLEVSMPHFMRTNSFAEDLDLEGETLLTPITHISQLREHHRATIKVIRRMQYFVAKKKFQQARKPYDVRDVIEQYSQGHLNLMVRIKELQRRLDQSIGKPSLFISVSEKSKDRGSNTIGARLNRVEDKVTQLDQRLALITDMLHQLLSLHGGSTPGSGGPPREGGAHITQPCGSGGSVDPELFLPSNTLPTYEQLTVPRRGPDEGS
#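 Schedule – 37 °C overnight plating, 90-min dark dye load, 20-min compound pretreatment · System – stable KCNQ1 CHO-K1 line · Probe or stimulus – thallium- and potassium-containing depolarizing buffer · Measured by – kinetic FluxOR fluorescence, 10 s baseline plus 110 s post-stimulus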
# PolyA inhibitor = yeast polyadenylation inhibition; S. cerevisiae SKY197-pL101 polyadenylation reporter, beta-gal luminescence; efflux-impaired pdr1/pdr3 knockout yeast; score 100 = 6 SD above DMSO; calls only at 12 µM; 300,000 tested, 0.02% active; AID 1875;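 active means lowest replicate activity score at least 50, where 100 means six control SD above control mean; inconclusive means lowest score under 50 but half or more replicates reach 50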;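 further: yeast exposed to compound for 9 h at 30 °C; higher score means more reporter readthrough which indicates perturbed polyadenylation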
# RGS4 act = potentiators or activators of RGS4; HEK293 M3R/inducible RGS4, carbachol calcium flux Fluo4; active compounds read low; B-score at 10 µM; 310,000 tested, 0.92% active; AID 463111;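 active means B-score of the integrated calcium signal more than 4 SD below the library mean, with starting fluorescence not abnormally high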;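 further: negative B-score means reduced calcium response which marks RGS4 activation or potentiation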
#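 System: HEK293 FlpIn-TREx cells, stable M3R, doxycycline-inducible RGS4. Timing: overnight RGS4 induction, 30 min dye load 37 °C, 20 min compound RT. Also added: carbachol, ECmax concentration. Measured by: Fluo4 fluorescence kinetic imaging of calcium. Evaluation: integrated calcium ratio converted to B score.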
# KCNK9 inh = human KCNK9 channel inhibition. HEK293 KCNK9, FluxOR thallium flux fluorescence; active compounds read low. B-score at 10 µM. 310,000 tested, 1.2% active. AID 488922;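 active means ratio B-score over 3 SD below the library mean, with starting fluorescence within 5 SD of its mean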;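 further: negative B-score means less thallium flux so channel inhibition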
# hERG rescue = shields human hERG channel from block by proarrhythmic agents | CHO-hERG, FluxOR thallium flux, dofetilide IC70 present | activation (rescue from dofetilide block), less the hit threshold, % at 10 µM | 310,000 tested, 0.51% active | AID 1511;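 active means activation above the mean of controls blocked by dofetilide plus 5 SD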;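 further: thallium influx through hERG after potassium depolarization seen as dye fluorescence rise; in these data hits start at about 4.7%; inactives centre near -7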
# KCNQ1 inh = human KCNQ1 channel inhibition | P51787 | CHO-K1 KCNQ1, FluxOR thallium flux fluorescence; active compounds read high | B-score at 10 µM | 310,000 tested, 1.3% active;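 active means compounds whose thallium flux B-score, printed positive for inhibition, exceeds three library SD while starting fluorescence stays within three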;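 further: channel opened by potassium depolarization with thallium stimulus after 20 min compound exposure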
# HDAC3 inhib = human HDAC3 inhibition; 320,000 tested, 0.15% active; AID 2718; recombinant HDAC3, fluorogenic peptide/trypsin coupled, fluorescence; O15379; inhibition, % at 8.3 µM; in the data active means inhibition above about 26%, passing the limit was not always enough; inconclusive means no clear call, values can overlap the other calls
# KCNK3 inh = human KCNK3 channel inhibition, primary screen. CHO-KCNK3 thallium flux, FluxOR fluorescence; active compounds read low. B-score at 10 µM. 340,000 tested, 0.84% active. AID 602410;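 active means B-score under library mean minus 4 SD, starting fluorescence ratio at most library mean plus 5 SD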;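 further: more negative B-score means stronger inhibition of thallium flux through KCNK3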
# Target sequence (O14649 whole entry, looked up): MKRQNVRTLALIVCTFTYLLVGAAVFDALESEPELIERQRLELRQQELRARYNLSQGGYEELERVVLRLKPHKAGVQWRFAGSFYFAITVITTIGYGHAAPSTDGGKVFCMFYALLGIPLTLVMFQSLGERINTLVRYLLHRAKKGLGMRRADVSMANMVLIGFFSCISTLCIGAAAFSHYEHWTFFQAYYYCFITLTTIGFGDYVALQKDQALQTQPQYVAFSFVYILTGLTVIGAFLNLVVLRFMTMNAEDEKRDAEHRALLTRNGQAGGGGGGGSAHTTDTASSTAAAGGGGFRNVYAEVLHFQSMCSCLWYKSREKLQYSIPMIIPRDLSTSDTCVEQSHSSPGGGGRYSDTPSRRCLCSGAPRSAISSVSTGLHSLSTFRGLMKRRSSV
# GSK3A inh = blocks human GSK-3 alpha kinase; inhibition, % at 10 µM; P49840; AID 2650; 320,000 tested, 0.1% active; ADP-Glo luminescence, 60 min;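 in the data active means inhibition above about 50%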;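 further: GST-tagged GSK-3 alpha with peptide substrate and 25 µM ATP; 0% = DMSO neutral wells and 100% = GW8510 positive control wells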
# DYRK1A inh = blocks rat Dyrk1A kinase activity | Q63470 | ADP-Glo luminescence, NFATc1 peptide | inhibition, % at 12.5 µM | 310,000 tested, 0.43% active; in the data active means inhibition above about 50%;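 further: plate controls were vehicle with enzyme for no effect and no enzyme for full effect; many of its hits are not listed in these tables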
# GSK3beta inhib = inhibitors of human GSK3beta kinase. P49841. GST-GSK3beta kinase, ADP-Glo luminescence, 60 min; active compounds read low. activity score (negative = inhibition), % at 10 µM. 300,000 tested, 0.038% active;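 active means more than half of replicate wells score below -50%, meaning over 50% inhibition versus plate controls; inconclusive means some replicates but at most half score below -50%; inactive means no replicate scores below -50%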;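 further: 0% = median DMSO wells and -100% = median GW8510 positive control wells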
#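 Assay system: GST-tagged human GSK3beta kinase, cell-free; Input: 1.6 ng GSK3beta; Medium: Tris/MgCl2 kinase buffer; Timing: 60 min enzyme reaction, room temperature; Signal: ADP-Glo luminescence quantifying ADP generated by kinase; Evaluation: score relative to plate controls; Benchmarks: DMSO neutral wells and GW8510 at 20 µM as positive.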
# * hit, by the source's call; i = inactive; u = inconclusive; x = no result given. An excerpt. The share of hits here may be higher or lower than overall.
SMILES,KCNQ1 pot,PolyA inhibitor,RGS4 act,KCNK9 inh,hERG rescue,KCNQ1 inh,HDAC3 inhib,KCNK3 inh,GSK3A inh,DYRK1A inh,GSK3beta inhib
CC1(C)Cc2c(C#N)c(N3CCN(C(=O)c4ccccc4)CC3)nc(Cc3ccccc3)c2CO1,i,i,i,i,-9,10*,-6,i,-2,3,3
CCN(CC)CC(=O)Nc1ccc(-c2nc3cc(NC(=O)CN(CC)CC)ccc3o2)cc1,i,i,i,i,0,i,-102,i,-3,3,0
C/C(CC1(O)C(=O)Nc2ccccc21)=N\O (stereo unspecified),i,i,i,i,-4,i,-2,i,4,-2,-1
COc1cc(NS(=O)(=O)c2ccc(C)c(C)c2)c(OC)cc1Cl,i,i,i,i,-18,i,-1,i,-1,2,1
CCc1ccc(C2c3[nH]c4ccccc4c3CCN2C(=O)CN2CCN(CC)CC2)cc1 (stereo unspecified),i,i,i,i,-18,i,3,i,1,-5,4
COC(=O)Nc1ccc(S(=O)(=O)N2CCCC(C(=O)O)C2)cc1 (stereo unspecified),i,i,i,i,-16,i,-2,i,-1,4,1
COc1ccc(C2CC(c3ccc4ccccc4c3)=NN2C(=O)COC(=O)C2CCC(=O)N2)cc1 (stereo unspecified),i,i,i,i,-1,i,2,i,-2,-5,2
COc1ccccc1NC(=O)C(=O)NCCC1CCCCN1S(=O)(=O)c1cccs1 (stereo unspecified),i,i,i,i,-12,i,-9,i,-1,-2,2
COc1c(C=O)cc2c3c1CCCN3CCC2,i,i,i,i,-10,i,0,i,1,37,1
CC1CC1C(=O)OCC(=O)NC(=O)c1ccccc1 (stereo unspecified),i,i,i,i,-10,i,-3,i,0,2,2
Cc1cc(Br)ccc1NC(=O)CNC(=O)COc1ccccc1C,i,i,i,i,-11,i,9,i,-3,-6,0
Clc1ccc(Sc2ccc(/C=N/n3cnnc3)o2)cc1,i,x,i,i,-11,i,-6,i,-3,-5,-10
CC1(c2ccccc2)CC(C)(C)N2C(=O)C3(C(C#N)=C(N)Oc4cc(O)ccc43)c3cccc1c32 (stereo unspecified),i,i,i,i,-11,i,11,i,-1,-5,0
Cc1cccc(C(=O)OCC(=O)c2cccc(Br)c2)c1O,i,i,i,i,-6,i,u,i,-5,-3,-3
On1c(-c2ccccc2)nc2ccccc21,i,i,i,i,-11,i,3,i,1,4,2
Cc1ccccc1NC(=O)Cn1c(=O)sc2ccccc21,i,i,i,i,-7,i,-2,i,0,2,-2
COc1ccc(N(C(=O)CNS(=O)(=O)c2ccccc2)C(C(=O)NCc2ccco2)C(C)C)cc1 (stereo unspecified),i,i,i,i,-5,i,x,i,x,0,1
Cc1ccc(F)cc1N=Cc1c(O)c2ccccc2oc1=O,i,i,i,i,-8,i,0,i,-2,3,4
Cc1cc(C)nc(N2C(=O)CC(C(C)c3ccccc3)C2=O)n1 (stereo unspecified),i,i,i,i,-10,i,-4,i,1,-6,2
CN1C[C@@H]2C(c3ccccc3)C3(c4cccnc4)CC2(C3)[C@H]1c1ccccc1 (stereo partly specified),i,i,i,i,-8,i,0,i,0,5,-2
CCCc1nnc(NC(=S)Nc2ccccc2)s1,i,i,i,i,-9,i,-6,i,-1,-1,1
Cc1ccccc1-c1nnn(Cc2ccc(F)cc2Cl)n1,i,i,i,i,-11,i,2,-9*,-2,-1,4
COc1cc(SC)ccc1C(=O)NCC1CCCO1 (stereo unspecified),i,i,i,i,-3,i,-1,i,-26,-1,3
Cc1ccc2c(c1)nnn2C1CCN(CC(=O)Nc2ccc3c(c2)OCCO3)CC1,i,i,i,i,-15,i,-2,i,-3,7,1
Cc1cc(C)c(C#N)c(SCc2ccc([N+](=O)[O-])cc2)n1,i,i,i,i,-5,i,3,i,-2,-5,0
CCN1C(=O)/C(=C2\SC(N3CCCCC3)=NC2=O)c2ccccc21,i,i,i,i,1,i,11,i,3,9,4
Cc1ccc(N=Cc2c(O)[nH]c3ccccc23)c([N+](=O)[O-])c1,i,i,i,i,-2,i,3,i,1,-4,2
CCOC(=O)CNC(=S)n1cnc(N)n1,i,i,i,i,-3,i,3,i,7,20,0
O=C(/C=C/Nc1ccc(Br)cc1F)c1ccco1,i,i,i,i,-8,i,2,i,0,2,-6
Cc1cccc(C)c1NC(=O)c1ccc(-n2cnnn2)cc1,i,i,i,i,-10,i,3,i,2,-3,0
CC/C=C/C(=O)N1CC2(CC(c3cccc(NC(=O)CC(c4ccccc4)c4ccccc4)c3)=NO2)C[C@@H]1C(N)=O (stereo partly specified),i,i,i,i,-4,i,5,i,-1,2,0
O=[N+]([O-])c1cc(Cc2ccccc2)cc(C=Nc2ccc(N3CCOCC3)cc2)c1O,i,i,i,i,0,i,-6,i,3,-3,-5
Cn1nc(-c2ccccc2)c(COC(=O)c2cccc(Cl)c2)c1S(=O)(=O)c1ccccc1,i,i,i,i,-8,i,0,i,-1,-2,-6
Cn1cnnc1SCc1ccc(-c2ccc(Br)cc2)o1,i,i,i,i,-6,i,3,i,3,3,-1
O=C(CCCCCN1C(=O)[C@@H]2Cc3ccccc3CN2C1=O)Nc1ccccc1Cl,i,i,i,i,-12,i,-1,i,-3,-1,1
CCc1c(C)c(C#N)c2nc3ccccc3n2c1NCCOC,i,i,i,i,-7,i,5,i,-2,19,-2
C=CCn1c(CSc2nc3ccccc3s2)nnc1SCC(=O)NCc1cccnc1,i,i,i,i,-3,i,-1,i,-1,3,-2
COc1ccc(C(CC(=O)O)c2ccc3c(c2)OCO3)cc1 (stereo unspecified),i,i,i,i,-3,i,8,i,-6,x,4
CC(C)N(Cc1cn[nH]c1-c1ccc(-c2ccccc2)cc1)Cc1nccn1C,i,i,i,i,-19,i,5,i,2,4,1
CCS(=O)(=O)N1CCC(c2nc(-c3ccc(C(F)(F)F)cc3)no2)CC1,i,i,i,i,-8,i,6,i,-2,1,0
CC1CCCCN1C(=O)C1CC(c2ccc(F)cc2)=NO1 (stereo unspecified),i,i,i,i,-15,i,2,i,-4,-4,-7
Clc1cccc(Cn2ncc3ccccc32)c1,i,i,i,i,-4,i,11,i,1,6,0
O=C(c1c(F)c(F)c(F)c(F)c1F)N1CCc2ccccc21,i,i,i,i,-11,i,-2,i,-1,1,3
O=C(N/N=C\c1cc(Br)c(Br)o1)c1cncc(Br)c1,i,i,i,i,-1,i,2,i,-2,4,2
CCOC(=O)c1c(/N=C/C2C(=O)CC(C)(C)CC2=O)sc(C)c1C,i,i,i,i,0,i,x,i,x,4,2
CC1CCCC(N2CCN(C(=O)c3cccc(F)c3)CC2)C1 (stereo unspecified),i,i,i,i,-3,i,1,i,-3,x,-2
O=C(Nc1ccccc1)n1cc(-c2ccccn2)c(N2CCOCC2)n1,i,i,i,i,-4,i,-2,i,0,4,-1
CC(C)NC(=O)C1CCN(C2CCN(C(=O)/C=C/c3cccs3)CC2)CC1,i,i,i,i,-10,i,x,i,x,-3,2
Cc1nc2sc3c(c2c(=O)[nH]1)CCCC3,i,i,i,i,-7,i,5,i,-2,7,-1
O=Cc1ccc(O)c2ncccc12,i,i,i,i,-5,i,x,i,x,1,0
CCCCc1ccc(/C(C)=N/Nc2cc(N3CCOCC3)nc(C)n2)cc1,i,x,i,i,-10,i,10,i,-2,5,-2
COCc1cc(C)nc(SCC(=O)Nc2cccc(C)c2C)c1C#N,i,i,i,i,-3,i,-1,i,-1,-5,-4
COc1ccc(CN2CCN(c3cccc(C)c3C)CC2)cc1OC,i,i,i,i,-20,i,-14,i,5,-2,4
COc1cc(C(=O)N/N=c2/sc3ccccc3n2C)cc(OC)c1OC,i,i,i,i,-10,i,-8,i,1,-3,-4
O=C(c1ccco1)N1CCN(C(=O)c2ccccc2OC(=O)C23CC4CC(CC(C4)C2)C3)CC1,i,i,i,i,-12,i,x,i,x,-33,3
O=C1NC(=S)N/C1=C/c1cccc2ccccc12,i,i,i,i,-6,i,-8,i,-2,15,0
CC(CN1CCCCC1)OC(=O)c1ccc(Cl)cc1Cl (stereo unspecified),i,i,i,i,-8,i,1,i,-18,0,-3
Cc1ccc(C)c(OC(=O)c2cncc(Br)c2)c1,i,i,i,i,-9,i,3,i,-1,-6,-1
CC1Cc2ccccc2N1S(=O)(=O)c1cccs1 (stereo unspecified),i,i,i,i,-15,i,4,-9.4*,2,2,1
O=C(c1ccccc1NS(=O)(=O)c1cccc2cccnc12)N1CCOCC1,i,i,i,i,-9,i,1,i,1,-8,-1

# Of the compounds above, 5 have a cyano group.
SMILES,KCNQ1 pot,PolyA inhibitor,RGS4 act,KCNK9 inh,hERG rescue,KCNQ1 inh,HDAC3 inhib,KCNK3 inh,GSK3A inh,DYRK1A inh,GSK3beta inhib
CC1(C)Cc2c(C#N)c(N3CCN(C(=O)c4ccccc4)CC3)nc(Cc3ccccc3)c2CO1,i,i,i,i,-9,10*,-6,i,-2,3,3
CC1(c2ccccc2)CC(C)(C)N2C(=O)C3(C(C#N)=C(N)Oc4cc(O)ccc43)c3cccc1c32 (stereo unspecified),i,i,i,i,-11,i,11,i,-1,-5,0
Cc1cc(C)c(C#N)c(SCc2ccc([N+](=O)[O-])cc2)n1,i,i,i,i,-5,i,3,i,-2,-5,0
CCc1c(C)c(C#N)c2nc3ccccc3n2c1NCCOC,i,i,i,i,-7,i,5,i,-2,19,-2
COCc1cc(C)nc(SCC(=O)Nc2cccc(C)c2C)c1C#N,i,i,i,i,-3,i,-1,i,-1,-5,-4

# Going on with the list:
SMILES,KCNQ1 pot,PolyA inhibitor,RGS4 act,KCNK9 inh,hERG rescue,KCNQ1 inh,HDAC3 inhib,KCNK3 inh,GSK3A inh,DYRK1A inh,GSK3beta inhib
Cc1ccc(S(N)(=O)=O)cc1NC(=O)C1CC2CCC1C2 (stereo unspecified),i,i,i,i,-12,i,6,i,-2,4,-1
Cc1cc(NC(=O)CSc2nnc(Nc3ccccc3)s2)no1,i,x,i,i,-1,i,3,i,-9,0,-13
CCOC(=O)C(C)On1c(-c2cccc(Cl)c2)nc2ccc([N+](=O)[O-])cc21 (stereo unspecified),i,i,i,i,-29,15*,3,i,1,9,-4
C=CCc1c(C)[nH]c2c(OC)cccc2c1=S,i,i,i,i,-10,i,1,i,-1,3,-4
Cc1ccc(Nc2nnc(SCC3CCCCO3)s2)cc1 (stereo unspecified),i,i,i,i,-13,i,-2,i,4,-2,1
